hiPSC survival: enhancers of human iPSC single-cell survival. survival enhancement, % at 20 µM. hiPSC single-cell survival, ATPlite luminescence; 100% = ROCK inhibitor wells, 0% = DMSO. 360,000 tested, 0.044% active. AID 602274; in the data active = survival enhancement above about 18%;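 note: cells exposed to compounds for 16 hours before the ATP read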
NR2E3 ag-1: human photoreceptor-specific nuclear receptor agonism. Q9Y5X4. CHO-S Gal4-NCOR/VP16-NR2E3 two-hybrid, luciferase. inhibition of corepressor binding, % at 3.98 µM. 360,000 tested, 0.35% active. AID 602229;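 active = inhibition above the mean of all tested compounds plus 3 SD, cut at about 70% in these data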;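 note: 0% = DMSO with NR2E3 transfected cells and 100% = cells lacking NR2E3 construct; higher means lower luciferase signal from less NR2E3 corepressor binding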
Target sequence (Q9Y5X4 whole entry, looked up, the tested form may be a part): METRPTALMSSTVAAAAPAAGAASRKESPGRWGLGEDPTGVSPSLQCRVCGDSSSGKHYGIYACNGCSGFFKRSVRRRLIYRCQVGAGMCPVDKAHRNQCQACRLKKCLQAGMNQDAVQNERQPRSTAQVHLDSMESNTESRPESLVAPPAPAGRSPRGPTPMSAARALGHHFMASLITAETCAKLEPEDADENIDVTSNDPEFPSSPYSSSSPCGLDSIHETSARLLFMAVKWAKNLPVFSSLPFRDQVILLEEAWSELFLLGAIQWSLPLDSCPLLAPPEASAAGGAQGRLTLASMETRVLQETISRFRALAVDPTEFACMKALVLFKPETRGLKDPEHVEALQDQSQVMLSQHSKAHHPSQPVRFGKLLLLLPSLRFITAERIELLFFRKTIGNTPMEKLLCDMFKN
Peg3 promoter: reduces Peg3 promoter-driven luciferase expression in HeLa | HeLa PEG-Prom luciferase reporter, luminescence, overnight | 360,000 tested, 1.7% active | inhibition, % at 20 µM | AID 588405;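 active = inhibition of at least 50% at 20 µM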
CaV13 ICDI inh: Disruptors of the CACNA1D IQ motif to Ca2+-dependent inactivation inhibitor domain association, primary screening, Förster resonance energy transfer in intact living … | HEK cells, CFP/YFP FRET ICDI-IQ, plate reader, 10 min; percent FRET-ratio fall versus neutral wells | inhibition, % at 12.3 µM | AID 743397 | 340,000 tested, 0.098% active;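 active = mean replicate inhibition of at least 30% and at least 1% of replicates passing that level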;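 note: 0% = median of the neutral control wells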
TRPM1 prom inh: MITF TRPM1 promoter inhibition in SK-MEL-5 cells; AID 488899; inhibition, % at 12.5 µM; 330,000 tested, 0.83% active; SK-MEL-5 TRPM1 promoter luciferase, 24 h;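 active = mean inhibition across replicates of 60% or more, whatever share of single replicates reaches that level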; note: values of inactives mirror those of a sister screen read the other way
Vif imaging: inhibitors of HIV Vif. HEK293T cells, Vif self-association by quenched fluorescence, imaging, 24 h. inhibition, % at 7.49 µM. 340,000 tested, 0.35% active; in the data active = inhibition above about 50%, passing the limit was not always enough; note: some results filed as inactive read as strong as hits
PDI inh: blocks human protein disulfide isomerase activity; 350,000 tested, 0.052% active; PDI insulin aggregation turbidity, A650, 90 min; P07237; inhibition, % at 10 µM;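 active = mean inhibition across replicates of 30% or more, whatever share of single replicates reach that level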;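 note: absorbance from insulin aggregation driven by PDI reduction with DTT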
Target sequence (P07237 whole entry, looked up): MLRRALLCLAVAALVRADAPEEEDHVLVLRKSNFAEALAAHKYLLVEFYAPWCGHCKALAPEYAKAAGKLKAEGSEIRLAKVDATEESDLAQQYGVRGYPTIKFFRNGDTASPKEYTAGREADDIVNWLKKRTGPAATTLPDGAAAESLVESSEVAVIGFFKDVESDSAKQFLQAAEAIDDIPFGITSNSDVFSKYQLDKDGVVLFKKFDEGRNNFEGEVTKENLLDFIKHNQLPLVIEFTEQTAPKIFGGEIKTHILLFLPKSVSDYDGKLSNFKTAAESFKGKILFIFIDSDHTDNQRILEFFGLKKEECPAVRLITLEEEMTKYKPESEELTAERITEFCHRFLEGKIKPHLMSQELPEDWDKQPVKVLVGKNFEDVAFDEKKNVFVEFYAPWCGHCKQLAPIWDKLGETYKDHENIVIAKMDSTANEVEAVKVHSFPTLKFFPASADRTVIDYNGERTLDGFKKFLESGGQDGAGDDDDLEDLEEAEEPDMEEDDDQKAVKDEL
aDG glyco act: alpha-DG glycosylation activation; 360,000 tested, 0.22% active; activation, % at 10 µM; Pro5-aDG cells, alpha-DG glycosylation AlphaScreen (IIH6); 0% Pro5, 100% B10-LARGE cell signal;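 active = activation of at least 8% versus controls, or a plate z-score of at least 8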;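 note: Pro5 are CHO cells carrying HIG-tagged alpha-DG that lacks glycosylation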
HIF-2a block: HIF-2a inhibition; 786-0 RCC cells HIF-2a reporter, luciferase luminescence, overnight; inhibition, % at 18.8 µM; 360,000 tested, 0.72% active; AID 624352;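 active = inhibition of the luminescence signal of 40% or more relative to plate controls, in a single-dose primary screen at 18.75 µM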
NR2E3 ag-2: activates human photoreceptor nuclear receptor NR2E3; GST-NR2E3/biotin-RetCOR TR-FRET, 1536-well; 320,000 tested, 0.12% active; Q9Y5X4; AID 2300; inhibition of corepressor binding, % at 4.78 µM;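 active = percent inhibition above the cutoff of mean plus 3 SD of all tested compounds, set per screening campaign, cut at about 20% in these data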;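 note: 0% = DMSO wells and 100% = biotin wells as full block of FRET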
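Material: NR2E3–RetCOR corepressor complex / Amount: 1.35 nM GST-NR2E3 / Medium: Tris pH 7.5 / Compound: single nominal compound dose of 4.8 µM / Incubation: 5 h at 4 °C / Technique: TR-FRET, Eu(K)-anti-GST donor, streptavidin-D2 acceptor, ex 340, em 617/671 nm / Read-out basis: percent loss of FRET ratio relative to control wells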
Granule exo inh: lytic granule exocytosis inhibition; inhibition, % at 10 µM; 360,000 tested, 0.66% active; TALL-104 LAMP-1 surface exposure, flow cytometry; cells stimulated with thapsigargin and PMA;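 active = inhibition above about 55%, limit read from the data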
* = called active by the depositor; nt = not tested or not shown.

#1 Cn1c2c(c(=O)n(C)c1=O)C(C(F)(F)F)(C(F)(F)F)N=C(c1ccc(Cl)cc1)N2
#2 CC(=O)/C=C\c1cn(-c2ncc(C(F)(F)F)cc2Cl)c2ccccc12
#3 Cc1cc2c(c(=O)n1CC1CCCO1)C(c1ccco1)C(C#N)=C(N)O2 (configuration not stated)
#4 CC(=O)C[C@@H](O)CC(=O)[C@@H]1OC(=O)CCCCCCCCc2ccccc21
#5 CO/N=C(\Cn1ncc(N2CCOCC2)c(Br)c1=O)c1ccc(Cl)cc1
#6 CCOc1ccc(C(CC(=O)O)NC(=O)C23CC4CC(CC(C4)C2)C3)cc1 (configuration not stated)
#7 CC(C)c1nc2ccccc2n1CC(O)COC1CCCCC1 (configuration not stated)
#8 O=C(CCC(=O)N1CCN(Cc2ccc(F)cc2)CC1)Nc1nnc(C2CCCCC2)s1
Screen / compound no.	1	2	3	4	5	6	7	8
hiPSC survival	1.4	-0.7	-1.0	-1.3	-0.4	2.6	-0.1	1.1
NR2E3 ag-1	98*	-27	6	-19	1	-14	7	-10
Peg3 promoter	48	44	9	-16	16	13	16	-6
CaV13 ICDI inh	nt	0	-6	-10	1	-3	6	-5
TRPM1 prom inh	72*	19	5	-5	17	-3	6	9
Vif imaging	-13	nt	-2	4	10	-1	-1	-1
PDI inh	-1	5	-1	-9	-9	-10	-4	7
aDG glyco act	-0.2	0.0	0.1	0.0	0.6	-0.2	-0.1	0.2
HIF-2a block	12	61*	-1	19	16	31	17	7
NR2E3 ag-2	1	3	2	nt	-1	3	-2	1
Granule exo inh	3	-5	14	8	-2	-2	-3	-7

#9 C=CCN(CC=C)Cc1c(C)[nH]c2ccc(C(=O)OCC)cc2c1=O
#10 O=C(CC1CCCCC1)NCc1cn2ccsc2n1
#11 Cc1ccc2cc(CN(Cc3ccco3)C(=O)c3ccccc3)c(=O)[nH]c2c1C
#12 O=Cc1ccc(N2CCCCCC2)cc1
#13 COc1ccc(-c2csc3ncnc(NCCO)c23)cc1
#14 CC1CCC(NC(=O)C2CCC(CNS(=O)(=O)c3ccccc3)CC2)CC1 (configuration not stated)
#15 CCC(=O)N(CCC(c1ccc(C)cc1)c1ccco1)Cc1ccco1 (configuration not stated)
#16 Cc1ccc(S(=O)(=O)N(CC(=O)Nc2ccccc2C(=O)O)c2ccccc2C)cc1
Screen / compound no.	9	10	11	12	13	14	15	16
hiPSC survival	2.0	-1.0	-1.1	-1.8	-0.3	0.9	0.6	-0.6
NR2E3 ag-1	-8	14	1	-31	-39	-55	2	2
Peg3 promoter	4	11	0	-25	13	-3	-6	11
CaV13 ICDI inh	-7	-5	-5	nt	-5	-4	-4	-7
TRPM1 prom inh	11	6	-1	-11	0	-5	1	4
Vif imaging	nt	14	-7	7	-2	-18	-13	0
PDI inh	-17	-1	-5	-5	-1	-4	-7	0
aDG glyco act	0.2	0.0	-0.1	0.2	0.2	0.2	0.0	-0.5
HIF-2a block	-3	-10	-6	-34	36	-19	15	14
NR2E3 ag-2	-1	2	-1	0	0	nt	0	3
Granule exo inh	3	0	-2	0	-3	2	3	3

A second format for some results above:
cpd	Structure	hiPSC survival	NR2E3 ag-1	Peg3 promoter	CaV13 ICDI inh	TRPM1 prom inh	Vif imaging	PDI inh	aDG glyco act	HIF-2a block	NR2E3 ag-2	Granule exo inh
11	Cc1ccc2cc(CN(Cc3ccco3)C(=O)c3ccccc3)c(=O)[nH]c2c1C	-1.1	1	0	-5	-1	-7	-5	-0.1	-6	-1	-2
14	CC1CCC(NC(=O)C2CCC(CNS(=O)(=O)c3ccccc3)CC2)CC1 (configuration not stated)	0.9	-55	-3	-4	-5	-18	-4	0.2	-19	nt	2
9	C=CCN(CC=C)Cc1c(C)[nH]c2ccc(C(=O)OCC)cc2c1=O	2.0	-8	4	-7	11	nt	-17	0.2	-3	-1	3

(further entries)
#17 O=C(COC(=O)c1ccccn1)NCc1cccs1
#18 O=C(NNS(=O)(=O)c1ccc(Cl)cc1)c1ccc(S(=O)(=O)N2CCCCC2)cc1
#19 Cc1ccc(NC(=O)c2ncn(CCCN3CCN(c4ncccn4)CC3)n2)cc1C
#20 COc1cccc(/C=C/C(=O)Nc2cccc(C(C)=O)c2)c1OC
#21 Cc1cc2c(cc1S(=O)(=O)N1CCN(c3ccccc3)CC1)OCCN2C
#22 CCOC(=O)CNS(=O)(=O)CCN1C(=O)c2ccccc2C1=O
#23 Cc1cc(/C=N/n2cnnc2)c(C)n1-c1ccc(OCc2ccc(Cl)cc2Cl)cc1
#24 Cc1cc(C)n(-c2ncnc3ccccc23)n1
Screen / compound no.	17	18	19	20	21	22	23	24
hiPSC survival	0.0	5.8	4.1	-0.8	-2.6	1.6	-1.7	0.9
NR2E3 ag-1	-7	-10	14	-24	-4	-5	111*	10
Peg3 promoter	14	12	-4	-204	26	9	41	2
CaV13 ICDI inh	-6	-20	-6	-4	14	-4	nt	5
TRPM1 prom inh	0	8	2	-73	2	-11	92*	7
Vif imaging	-1	-8	-4	-1	nt	23	0	-5
PDI inh	-1	11	-7	5	nt	1	-1	-14
aDG glyco act	0.1	0.0	0.0	0.5	-0.3	0.1	5.6	-0.1
HIF-2a block	20	-1	-9	-295	7	18	81*	13
NR2E3 ag-2	2	1	nt	-1	3	3	2	-1
Granule exo inh	-4	2	-2	-4	2	-3	0	-1

#25 Cc1ccccc1NC(=O)CSc1ccsc1[N+](=O)[O-]
#26 Cc1cc[n+](CC(=O)c2ccc(NC(=O)c3ccccc3)cc2)cc1
#27 COc1ccc(NC(=O)N(C)C[C@H]2Oc3ccc(NC(=O)C4CCCCC4)cc3C(=O)N([C@H](C)CO)C[C@@H]2C)cc1
#28 COCCN(CCOC)S(=O)(=O)c1ccc(C(=O)Nc2ccc(S(=O)(=O)Nc3nccc(C)n3)cc2)cc1
#29 O=C(Nc1ccc(-n2nncc2-c2ccco2)cc1)c1ccc(F)cc1
#30 CCN(CC)CCOCCOC(=O)C1(c2ccccc2)CCCC1
#31 COC(=O)c1cc(OC)c(OC)cc1NC(=O)c1ccc(OC)c(OC)c1
#32 CCOC(=O)c1[nH]c(COC(=O)C2CC(=O)N(Cc3ccccc3)C2)c(C(=O)OCC)c1C (configuration not stated)
Screen / compound no.	25	26	27	28	29	30	31	32
hiPSC survival	-2.3	-1.1	-3.1	-0.7	-1.1	1.0	6.0	-0.6
NR2E3 ag-1	2	4	1	4	-4	-1	-33	-10
Peg3 promoter	9	8	-16	-4	-21	-7	12	10
CaV13 ICDI inh	-2	4	-2	-5	-3	-5	-5	-5
TRPM1 prom inh	19	-8	5	5	2	7	-2	4
Vif imaging	4	2	-8	0	-5	27	2	nt
PDI inh	21	1	-3	-4	0	-1	2	11
aDG glyco act	0.2	-0.4	-0.1	0.3	0.4	0.2	-0.4	-0.2
HIF-2a block	11	21	5	15	-74	4	7	9
NR2E3 ag-2	-4	2	nt	2	0	1	-2	-3
Granule exo inh	-7	-1	18	-1	0	-2	-2	2

#33 Cc1noc(C)c1COc1ccc(C(=O)OCC(=O)N2CC(=O)Nc3ccccc32)cc1
#34 Cc1ccc(/C=C2\CC(C)CC3=C2NC(=S)NC3c2ccc(C)cc2)cc1 (configuration not stated)
#35 COc1ccc(OCC(=O)N/N=C/c2ccc(O[C@@H]3O[C@H](CO)[C@@H](O)[C@H](O)[C@H]3O)cc2)cc1
#36 Cc1c(CN2CCCC(CO)(Cc3cccc(Cl)c3)C2)cnn1C (configuration not stated)
#37 Cn1c(=O)cc(OCC(=O)NCc2ccccn2)c2ccccc21
#38 CCCn1c(COc2ccc(C(=O)O)cc2)nc2ccccc21
#39 COC(=O)c1ccc(NC(=S)NCCC2=CCCCC2)cc1
#40 CC(NC(=O)COC(=O)CCN1C(=O)C2CC=CCC2C1=O)c1ccc(Br)cc1 (configuration not stated)
Screen / compound no.	33	34	35	36	37	38	39	40
hiPSC survival	-2.0	-0.3	7.4	-0.1	-0.7	0.6	-2.0	2.9
NR2E3 ag-1	5	-2	-10	-2	-2	2	-18	9
Peg3 promoter	-1	5	4	11	3	3	-8	10
CaV13 ICDI inh	-8	-9	-6	-2	-5	0	-2	-16
TRPM1 prom inh	4	-7	-17	-7	0	3	-3	-6
Vif imaging	nt	-17	0	2	6	-3	-9	3
PDI inh	-8	4	-1	0	-3	2	-3	4
aDG glyco act	-0.1	-0.1	-0.2	2.6	0.1	-0.2	0.3	-0.2
HIF-2a block	-25	11	-8	10	17	19	-15	-1
NR2E3 ag-2	1	-1	0	1	0	0	3	3
Granule exo inh	-3	-2	1	11	-4	-7	-3	-8

With a hit mark in NR2E3 ag-1, among the entries above:
# | Molecule | NR2E3 ag-1 | Peg3 promoter | CaV13 ICDI inh | TRPM1 prom inh | Vif imaging | PDI inh | aDG glyco act | HIF-2a block | NR2E3 ag-2 | Granule exo inh
1 | Cn1c2c(c(=O)n(C)c1=O)C(C(F)(F)F)(C(F)(F)F)N=C(c1ccc(Cl)cc1)N2 | 98* | 48 | nt | 72* | -13 | -1 | -0.2 | 12 | 1 | 3
23 | Cc1cc(/C=N/n2cnnc2)c(C)n1-c1ccc(OCc2ccc(Cl)cc2Cl)cc1 | 111* | 41 | nt | 92* | 0 | -1 | 5.6 | 81* | 2 | 0

More compounds
#41 COc1ccc(NC(=O)NN2CCN(C)CC2)cc1OC
#42 O=C(CNS(=O)(=O)c1ccccc1)OCC(=O)c1ccc(Br)cc1
#43 CCN1c2ccccc2S(=O)(=O)c2ccccc21
#44 COc1ccc2nc(NC(=O)CSc3nc(C)cc(C)n3)sc2c1
#45 NC(=O)c1ccc(OCC(F)(F)C(F)(F)C(F)(F)C(F)(F)C(F)(F)C(F)F)cc1
#46 COc1ccc(-n2nc3c(=O)[nH][nH]c3cc2=O)cc1
#47 O=C(CN1CCCC1)Nc1sc2c(c1C(=O)Nc1ccc(Br)cc1)CCC2
#48 CCCNC(=O)CN1C(=O)NC2(CCCc3cc(OC)ccc32)C1=O (configuration not stated)
#49 Cc1cccc(N2CCN(S(=O)(=O)c3ccc4[nH]c(=O)ccc4c3)CC2)c1C
#50 Clc1ccc(C2=NN(c3ccccc3)C(c3ccco3)C2)cc1 (configuration not stated)
#51 Cc1ccccc1-c1nc(CN2CCCC(C(=O)NCc3cccnc3)C2)c(C)o1 (configuration not stated)
Screen / compound no.	41	42	43	44	45	46	47	48	49	50	51
hiPSC survival	0.3	0.0	2.8	-0.4	-1.3	0.3	0.3	-1.6	-3.6	-1.0	-3.4
NR2E3 ag-1	-24	-5	-16	11	-15	-9	-12	-8	-16	1	-3
Peg3 promoter	-2	4	30	-10	-24	26	1	-5	35	-14	-2
CaV13 ICDI inh	nt	-2	-1	-5	-9	0	-4	-8	-6	-4	-5
TRPM1 prom inh	-11	2	-4	-7	-5	13	-4	4	nt	-14	8
Vif imaging	-2	-16	-4	-7	-12	20	-6	-2	-1	0	3
PDI inh	-1	5	1	2	1	-16	-8	10	nt	19	-6
aDG glyco act	-0.3	-0.1	-0.1	0.7	0.5	-0.2	0.7	0.1	-0.3	0.9	0.2
HIF-2a block	10	6	25	-10	-28	20	-2	18	-2	-131	12
NR2E3 ag-2	-4	3	0	2	6	1	0	-3	-1	0	3
Granule exo inh	0	9	-7	-4	1	-4	2	-3	0	-24	2

Assay outcomes: PubChem BioAssay, several laboratories
